Screening data deposited in PubChem by several laboratories.
RmlCD inh mix – RmlC/RmlD inhibition, mixture screen; RmlC/RmlD coupled enzyme inhibition, 384-well mixture HTS; inhibition, % at 5.5 µM; hit rate 0.39% among 110,000; AID 1532; in the data active = inhibition above about 30%, passing the limit was not always enough; note: strong numbers were not always called active
RT RNaseH block – inhibitors of HIV-1 reverse transcriptase RNase H. P04585. RT-RNase H RNA/DNA duplex cleavage, fluorescence. inhibition, % at 10 µM. hit rate 1.9% among 65,000; in the data active = inhibition above about 50%
Active calls of the source: *; nt = not tested or not shown. These rows are one share of the data (hit frequency here may not be typical).

Sequence of screens – RmlCD inh mix	RT RNaseH block
1	O=C(O)CC(c1cccc(Cl)c1)n1cccc1 (configuration not stated)
→ -8	nt
2	O=C(CSc1nc2ccccc2nc1SCC(=O)N1CCOCC1)N1CCOCC1
→ -11	-6
3	Cc1nc(C(=O)Nc2ccc(Cl)cc2)sc1C1(C)CC(c2cccc([N+](=O)[O-])c2)=NO1 (configuration not stated)
→ -4	nt
4	CC(=O)C1=C(Nc2ccc(C)cc2)CC(C)(O)C(C(C)=O)C1c1ccco1 (configuration not stated)
→ 19	-5
5	O=C(Nc1ccc2c(c1)OCO2)N1CCN(C/C=C/c2ccccc2)CC1
→ 6	1
6	O=C(C1CC1)N1CCN=C1SCc1ccccc1Cl
→ -16	-54
7	CCOc1cccc(CNn2cnnc2)c1OCc1ccccc1Cl
→ 14	nt
8	O=C(Nc1ccc(S(=O)(=O)NCCc2ccccc2)cc1)c1ccc(Br)o1
→ -35	-2
9	O=C(Nc1cccc(S(=O)(=O)N2CCOCC2)c1)c1cc2c(s1)CCC2
→ 6	nt
10	CCCCCCC(N)CC(=O)O (configuration not stated)
→ -8	-3
11	CC(Oc1ccc(-c2ccccc2)c(F)c1)c1ccn(S(=O)(=O)c2ccc(Cl)cc2)n1 (configuration not stated)
→ 8	nt
12	Cc1ccc(CCNC(=O)C2CC(c3cccc(F)c3)=NO2)cc1 (configuration not stated)
→ 0	nt
13	O=c1ccc2cc3c([nH]c4ccc(Br)cc43)oc-2c1O
→ 10	88*
14	O=C(CSc1nccc(=O)[nH]1)Nc1ccc(Br)c(Cl)c1
→ 13	-6
15	CCCC(=O)Nc1nnc(Sc2ccc(N(C)C)cc2)s1
→ 8	17
16	Cc1ccc(S(=O)(=O)N2CCC(C(=O)N3CCC[C@H]3C(=O)NCc3ccco3)CC2)cc1
→ 4	-7
17	NC(=O)/C=C\C(=O)Nc1cccc(C(F)(F)F)c1
→ 11	nt
18	Clc1ccc(OCc2nn3c(C4CCCCC4)nnc3s2)cc1
→ 9	-14
19	COc1ccc(S(=O)(=O)N(CCc2ccccc2)CC(=O)NCCCO)cc1
→ 3	-1
20	Cc1cccc(C(=O)c2cnc3ccccc3c2-c2ccccc2)c1
→ -1	nt
21	CCOc1ccc(-c2nc(C#N)c(NCc3ccc4c(c3)OCO4)o2)cc1
→ -33	5
22	CC(C)c1cc(C(F)(F)F)n2nc(C(=O)O)cc2n1
→ -5	nt
23	CC(Sc1sc(=S)sc1SC(C)C(=O)O)C(=O)O (configuration not stated)
→ 0	-11
24	CN(CC(=O)NC1CCCCCC1)S(=O)(=O)c1ccc2c(c1)n(C)c(=O)c(=O)n2C
→ 10	nt
25	CCN(CC)CCCN1C(=O)C(=O)/C(=C(/O)c2ccc(C)cc2)C1c1ccccn1 (configuration not stated)
→ 8	2
26	Cc1ccc(C(=O)Nc2ccc(F)cc2F)o1
→ -9	nt
27	Cc1ccc(-n2nnc(-c3cccnc3)n2)cc1
→ 12	nt
28	COc1cc2c(c(O)c1OC)-c1c(cc(OC)c(OC)c1OC)C[C@@H](C)[C@@H](C)C2
→ 3	nt
29	CCN(CC)CCN1C(=O)C(O)=C(C(C)=O)C1c1ccc(OC)c(OC)c1 (configuration not stated)
→ -7	2
30	CCOc1ccc(NC(=O)CSc2nnc(-c3ccncc3)n2CC2CCCO2)cc1 (configuration not stated)
→ 5	-12
31	CCC1(C(=O)OC)NC(c2ccccc2OC)C2C(=O)N(C)C(=O)C21 (configuration not stated)
→ 4	5
32	CCOC(=O)c1ccc(NC(=O)C(=O)NCc2ccncc2)cc1
→ 8	nt
33	COc1ccc(C2C(C(=O)c3sc(C)nc3C)=C(O)C(=O)N2CCN(C)C)cc1 (configuration not stated)
→ 11	-1
34	C/C(Nc1ccccc1)=C(/C#N)C(N)=O
→ -14	nt
35	O=C(Nc1ncccc1O)c1cccc(S(=O)(=O)N2CCc3ccccc32)c1
→ 6	-11
36	CCCOC(=O)C1[C@H]2C(=O)N(CC3CCCO3)C[C@]23C=C[C@H]1O3 (some centres not stated)
→ 4	-7
37	O=C1NCCNC1(c1c[nH]c2ccccc12)C(F)(F)F (configuration not stated)
→ 7	-16
38	Nc1c(C(=O)NCCN2CCOCC2)c2nc3ccccc3nc2n1-c1ccc2c(c1)OCO2
→ -16	21
39	COc1ccc(NC(=O)c2noc3c2CCC3)cc1
→ -23	nt
40	Cc1cc(C(=O)COc2ncnc3sccc23)c(C)n1C1CC1
→ -10	-14
41	O=C(Cn1cnc2c(nnn2Cc2ccc(Cl)cc2)c1=O)NCc1ccco1
→ -31	4
42	CC1Oc2ccccc2N(CC(=O)NCCc2ccccc2)C1=O (configuration not stated)
→ 4	3
43	CC(C)C(c1nnnn1Cc1ccccc1)N(Cc1ccco1)Cc1cccs1 (configuration not stated)
→ 5	6
44	CCOC(=O)CC(NC(=O)c1ccco1)c1ccc(C)cc1 (configuration not stated)
→ -6	nt
45	COC(=O)c1cc(S(=O)(=O)N2CCOCC2)c(N2CCOCC2)cc1N1CCOCC1
→ 11	3
46	CN(C)c1nc(-c2ccc([N+](=O)[O-])cc2)cs1
→ -18	nt
47	Cc1noc(C)c1C(=O)OCC(=O)Nc1ccccc1Oc1ccccc1
→ -12	nt
48	Cc1cccnc1NC(=S)NC(=O)c1cccs1
→ -4	nt
49	COc1cccc(/C=c2\sc3nc(-c4cccs4)nn3c2=O)c1OC
→ nt	-11
50	COc1ccc(C2CCCN2C(=O)Nc2ccc(C)c(C)c2)cc1OC (configuration not stated)
→ 3	nt

Additional structures:
Sequence of screens – RmlCD inh mix	RT RNaseH block
51	COc1ccc(C)cc1NS(=O)(=O)c1cc(C)ccc1C
→ -3	nt
52	COc1cccc(CN2C(=O)c3ccccc3C2C(=O)NCC2CCCO2)c1 (configuration not stated)
→ -17	nt
53	[O-][n+]1onc2c1CCc1nnc(-c3ccccc3)cc1-2
→ 3	-10
54	COC(=O)c1ccc(CSc2nnc(-c3ccncc3)n2Cc2ccccc2)o1
→ 1	-1
55	COc1cc(C2C(C(=O)Nc3ccc(F)cc3)=C(C)Nc3nc(CCCO)nn32)cc(OC)c1OC (configuration not stated)
→ 7	-2
56	O=C(NCCOc1ccccc1)C1Nc2ccc(C(F)(F)F)cc2C2c3ccccc3CC12 (configuration not stated)
→ 13	nt
57	COc1ccc(-c2nnc3ccc(SCC(=O)NCC4CCCO4)nn23)cc1 (configuration not stated)
→ -25	-7
58	CC1(OC(=O)C2CCCC2)C(=O)C=C2C=C(c3ccsc3)N(CCCCO)C=C2C1=O (configuration not stated)
→ 9	nt
59	Cc1ccc(S(=O)(=O)N2CCCC2C(=O)NC2=NCCS2)cc1 (configuration not stated)
→ nt	-4
60	COc1ccc(OC)c(S(=O)(=O)N2CCCCCC2)c1
→ -17	-23
61	O=C(Nc1nc2c(ccc3ccccc32)s1)c1ccco1
→ -18	-29
62	O=C(Nc1ccn(Cc2ccccc2F)n1)c1ccc(COc2cc(Cl)ccc2Cl)o1
→ -2	nt
63	CCn1c(SCC(=O)N2CCCC2)nc2c(c1=O)SC(C)C2 (configuration not stated)
→ -9	0
64	COc1ccc(OCCCC(=O)NCc2ccco2)cc1
→ 0	nt
65	CCCCOn1c(C)c(C(=O)OCC)c2c3no[n+]([O-])c3ccc21
→ 8	-12
66	CS(=O)(=O)N(CC(=O)NCc1ccco1)c1ccc(Cl)c(C(F)(F)F)c1
→ -5	-5
67	COc1ccc(-c2nn(-c3ccccc3)cc2C(=O)Nc2nccs2)cc1OC
→ 5	nt
68	CCOC(=O)N1CCN(CC(=O)c2ccc3c(c2)CCN3)CC1
→ 8	76*
69	c1ccc2c(c1)CNc1ccccc1O2
→ 9	-21
70	O=C(CSc1nnc2c(Cl)cc(Cl)cn12)N1CCOCC1
→ 3	nt
71	COc1ccc(S(=O)(=O)Nc2cc(C)nn2-c2ccccc2)cc1
→ 14	nt
72	c1ccc(-n2c(SCc3nc(-c4cccs4)no3)nnc2-c2ccco2)cc1
→ 5	-49
73	CC(=O)C1=C(O)C(=O)N(Cc2cccnc2)C1c1ccc(C)cc1 (configuration not stated)
→ -11	nt
74	CCOC(=O)c1sc2nc(C3CC3)cc(-c3ccc(OC)cc3)c2c1N
→ -45	nt
75	COC(=O)c1cccc(N2C(=O)C(Cl)=C(N3CCOCC3)C2=O)c1
→ 6	83*
76	CCn1c(SCC(N)=O)nnc1-c1ccco1
→ 4	-1
77	Cc1cc(C(=O)Nn2cnnc2)cs1
→ -11	-7
78	CCOC(=O)c1ccc(NC(=O)CC2C(=O)N(c3ccc(F)cc3)C(=O)N2CCC(C)C)cc1 (configuration not stated)
→ 5	nt
79	C=CCn1c(SCc2ccc3c(c2)OCO3)nc2scc(-c3ccco3)c2c1=O
→ -14	nt
80	O=P(OC1CCCCC1)(OC1CCCCC1)C(O)c1ccccc1 (configuration not stated)
→ -19	nt
81	Clc1cc(Sc2ccc(Br)cc2)nnc1-c1ccccc1
→ 5	nt
82	CC(C)CC(NC(=O)C1CCC(C)CC1)C(=O)Nc1ccc2c(c1)OCCO2 (configuration not stated)
→ 5	nt
83	O=C(Nc1ccccc1)c1c(F)c(F)c(F)c(F)c1F
→ 14	nt
84	COc1ccc(-c2nnc(SC(C)C#N)o2)cc1 (configuration not stated)
→ -5	-13
85	COc1cc(N2CCCC2)c(OC)cc1/C=C(/C#N)c1cccc(F)c1
→ 19	nt
86	Cn1c(SCC(=O)Nc2ccccc2)nnc1-c1ccc(NC(=O)CCc2ccccc2)cc1
→ -13	nt
87	Cc1ccccc1N(CC(=O)NCCSCc1ccco1)S(C)(=O)=O
→ -13	-2
88	CCCc1nc(SCc2cccnc2)c2c(=O)n(C)c(=O)n(C)c2n1
→ 5	-40
89	Cc1oc2c(c1C(=O)N1CCC(C)CC1)C(=O)c1ccccc1C2=O
→ -14	nt
90	COc1ccc2nc(NC(=O)CSc3nnnn3C3CCCCC3)sc2c1
→ 11	-10

Compounds above that contain an NH in an aromatic ring, in the order listed:
Sequence of screens – RmlCD inh mix	RT RNaseH block
13	O=c1ccc2cc3c([nH]c4ccc(Br)cc43)oc-2c1O
→ 10	88*
14	O=C(CSc1nccc(=O)[nH]1)Nc1ccc(Br)c(Cl)c1
→ 13	-6
37	O=C1NCCNC1(c1c[nH]c2ccccc12)C(F)(F)F (configuration not stated)
→ 7	-16

3 entries from above, with bars between the fields.
no. | Structure | RmlCD inh mix | RT RNaseH block
84 | COc1ccc(-c2nnc(SC(C)C#N)o2)cc1 (configuration not stated) | -5 | -13
85 | COc1cc(N2CCCC2)c(OC)cc1/C=C(/C#N)c1cccc(F)c1 | 19 | nt
86 | Cn1c(SCC(=O)Nc2ccccc2)nnc1-c1ccc(NC(=O)CCc2ccccc2)cc1 | -13 | nt

(cont.)
Sequence of screens – RmlCD inh mix	RT RNaseH block
91	CC(C)(Oc1ccc(Cl)cc1)C(=O)Nc1ccncc1
→ -5	nt
92	O=C(NNC(=S)Nc1ccccc1)C1CC1
→ -13	nt
93	COc1ccc(C(CCc2ccc(C)o2)NC(=O)Nc2ccc(OC)cc2OC)cc1 (configuration not stated)
→ 10	10
94	O=C(NC(=S)N1CCCCC1)c1cccnc1
→ -3	nt
95	O=S(=O)(NCc1ccccc1)c1cccs1
→ -10	nt
96	COC(=O)c1ccc(C(C(=O)NCc2ccccc2)N(Cc2ccco2)C(=O)c2cnccn2)cc1 (configuration not stated)
→ -11	-2
97	COc1cccc(N2CCN(C(=O)c3ccc4nc(N5CCCCC5)sc4c3)CC2)c1
→ 5	-10
98	CC1(C)CC(=O)c2cnc(NC(=O)CCc3ccccc3)nc2C1
→ 8	-8
99	Cc1nn(C)cc1/C=C1\SC(=S)NC1=O
→ 11	nt
100	CCOC(=O)c1ccc(NC(=O)c2nn(CC)cc2Br)cc1
→ -7	-2
101	CC(=O)Oc1cccc(/C=c2\sc3nc(-c4ccco4)nn3c2=O)c1
→ 4	8
102	Cc1nn(Cc2c(F)c(F)c(F)c(F)c2F)c(C)c1NC(=O)c1cccc(COc2ccc(Cl)cc2)c1
→ 3	nt
103	CSc1ccc(NC(=O)N2CC(C)OC(C)C2)cc1 (configuration not stated)
→ -11	-21
104	CCC1=C(OC(=O)N(CC)CC)N2C(=O)OC(=NCCc3c[nH]c4ccccc34)[C@]2(Cc2ccccc2)[C@H]2C1=CC[C@H]1C(=O)N(C)C(=O)[C@H]12
→ -8	nt
105	CCCCCCCC1(C)NC(=O)N(c2ccccc2)N1 (configuration not stated)
→ -15	nt
106	O=C1c2oc3ccc(Br)cc3c(=O)c2C(c2cccnc2)N1Cc1ccco1 (configuration not stated)
→ nt	-4
107	O=C(c1ccc(N2CCCCC2)c([N+](=O)[O-])c1)N(Cc1ccccc1)c1ccccn1
→ -1	nt
108	CCOC(=O)C1=C(C)N=C(/N=C/N(C)C)SC1c1ccccc1 (configuration not stated)
→ 6	-22
109	CCCCOc1ccc(/C=N/NC(=S)Nc2cc(C)ccc2C)cc1
→ -13	nt
110	COc1ccc(CNC2=CC(=O)CC(C)(C)C2)cc1
→ 10	-7
111	COc1ccc(Nc2cc(C)nc3nc(C)nn23)c(OC)c1
→ 4	-12
112	CC(=O)c1c(C)[nH]c(C(=O)NCCc2ccccc2)c1C
→ -14	-16
113	CC(C)C(=O)Nc1ccc(Cc2ccc(NC(=O)C(C)C)c(O)c2)cc1O
→ 1	nt
114	O=C(N/N=C/c1ccc(Cl)cc1)Nc1ccccc1
→ -11	nt
115	COC(=O)C1=C(C)N(C)C(C)=C(C(=O)OC)C1c1ccc(Cl)cc1
→ 10	nt
116	COc1ccccc1N1CCN(C(=O)c2ccc(Br)s2)CC1
→ -8	-41
117	Cc1cccc(CN2CCN(CC(=O)NCCCN3CCN(c4ccc(F)cc4)CC3)C2=O)c1
→ -13	nt
118	CC(C)CC(=O)Nc1ccc(Oc2ccc(NC(=O)CC(C)C)cc2)cc1
→ -17	nt
119	O=C(CSCC(=O)OCn1nnc2ccccc2c1=O)Nc1ccc(Cl)cc1
→ nt	-33
120	Cc1c(NC(=O)/C(=C\c2ccccc2)NC(=O)c2ccccc2)c(=O)n(-c2ccccc2)n1C
→ 5	nt
